Glioma ERSR ind: inducers of ER stress response in human glioma cells; U87-MG GRP78 promoter luciferase reporter, 16 h; Potency, µM, without a hit: at the highest dose activation, hits mostly activators; 420,000 tested, 0.02% active; AID 602332; note: potency is the fitted concentration of half-maximal effect; series mostly up to about 76 µM; % of control where 0% means no effect; nearly all actives have a fitted effect of over 35% in size
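ERSR induction read as luciferase luminescence (Bright-Glo, 10 min at room temperature) in stably transfected human U87-MG glioma cells exposed to compounds for 16 h, using GRP78 as sensor.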
PI4K2A block: PI4K2A (human) kinase inhibition. Q9BTU6. purified PI4K2A, ADP-Glo luminescence, 1 h; stronger effect = lower value. activity change, negative = inhibition, % at 76.9 µM. 420,000 tested, 0.13% active. AID 1346378; in the data active = activity change below about -50%; inconclusive = mostly about -30% to -49%;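 note: -100% = wells without enzyme as full effect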
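PI4K2A activity was measured by ADP-Glo luminescence: enzyme (4 ug/mL stock) and phosphatidylinositol (1.2 mM stock) in Tris pH 7.5/MgCl2/EGTA/Triton X-100 buffer were reacted with ATP (300 microM stock) for one hour at ambient temperature.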
IDH1 R132H inh: blocks human mutant IDH1 R132H enzyme | IDH1-R132H enzyme, NADPH consumption, diaphorase/resazurin fluorescence | Potency, µM (doses to about 76.6 µM), without a hit: at the top dose activity change, negative = inhibition, usual class: inhibitors | 390,000 tested, 0.093% active | AID 602179; note: potency is the fitted concentration of half-maximal effect; % is set by controls: 0 for no effect and ±100 for the full control effect; nearly all actives have a fitted effect of over 65% in size
Target sequence (O75874 whole entry R132H, stated change not applied): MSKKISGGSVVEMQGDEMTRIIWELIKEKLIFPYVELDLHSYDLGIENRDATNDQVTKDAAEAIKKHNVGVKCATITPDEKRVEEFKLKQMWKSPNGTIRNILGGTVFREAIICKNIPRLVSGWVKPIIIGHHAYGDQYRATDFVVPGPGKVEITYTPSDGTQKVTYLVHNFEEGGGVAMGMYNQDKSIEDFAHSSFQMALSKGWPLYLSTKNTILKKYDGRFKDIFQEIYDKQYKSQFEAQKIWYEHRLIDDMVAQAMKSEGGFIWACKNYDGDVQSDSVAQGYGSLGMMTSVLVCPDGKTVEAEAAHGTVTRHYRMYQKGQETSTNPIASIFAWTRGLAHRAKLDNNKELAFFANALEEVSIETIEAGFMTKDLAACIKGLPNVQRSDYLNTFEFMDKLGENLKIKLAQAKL
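IDH1-R132H (0.5 ug/mL) preincubated 30 min with compound, then NADPH (0.016 mM) and alpha-KG (2 mM) added; 80 min at RT, pH 7.5. Remaining NADPH coupled via diaphorase/resazurin to fluorescence (540/590 nm); concentration-response curves normalized to no-enzyme control.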
TrxR1 substrate: is turned over as a substrate by rat TrxR1; Potency, µM (series often up to 114 µM), inactives show top-dose activity change, negative = substrate turnover; O89049; 390,000 tested, 0.01% active; purified TrxR1 substrate turnover, NADPH consumption readout; note: potency is the fitted concentration of half-maximal effect; % is set by controls: 0 for no effect and ±100 for the full control effect; nearly all actives have a fitted effect of over 50% in size
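Rat TrxR1, dispensed at 90 nM, was prereduced with 400 uM NADPH (final) for 5 min at ~22 deg C, then incubated with compound 15 min before 400 uM selenite. A first-read NADPH fluorescence drop versus no-compound background flagged substrates.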
LDHA inh: LDHA (human) enzyme inhibition; P00338; purified LDHA, NADH/diaphorase-resazurin fluorescence; stronger effect = lower value; activity change, % (values are at about 110 or 230 µM); 480,000 tested, 0.15% active; AID 1347041; in the data active = activity change below about -30%; inconclusive = mostly about -25% to -30%;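 note: plate controls were DMSO wells for no effect and wells without enzyme for full effect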
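Remaining NADH was detected by diaphorase (0.133 mg/mL) converting 37 µM resazurin to fluorescent resorufin, read at 0 and 20 minutes. The preceding 5-minute room-temperature reaction used 2 nM LDHA, 0.2 mM sodium pyruvate and 0.06 mM NADH at pH 7.4.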
RXFP1 agonist: RXFP1 (human) receptor agonism | AID 2676 | 370,000 tested, 0.3% active | Potency, µM (titrated, usually from 57.5 µM), inactives show at the highest dose activation, actives largely listed as activators | Q9HBX9 | HEK293T-RXFP1 cAMP TR-FRET, 30 min; response scale: percent of porcine relaxin response, buffer zero; note: potency is the fitted concentration of half-maximal effect; % is set by controls: 0 for no effect and ±100 for the full control effect; nearly all actives have a fitted effect of over 60% in size; many of its hits are not listed in these tables
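Agonist response is measured as cAMP accumulation in an RXFP1-transfected HEK293T line under PDE4 inhibition. Values are scaled between buffer-only and 29 nM porcine relaxin, and EC50s come from standard Hill equation fits.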
Vif-APOBEC3G blk: blocks the Vif interaction with human APOBEC3G; Q9HC16; HeLa A3G-eYFP + Vif (tagged APOBEC3G with the HIV-1 protein that degrades it), YFP fluorescence, overnight; Potency, µM (top dose mostly 46.1 µM), without a hit: top-dose activity, negative = active, most hits filed as inhibitors; 410,000 tested, 0.076% active; AID 602310;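 note: potency is the fitted concentration of half-maximal effect; % is set by controls: 0 for no effect and ±100 for the full control effect; nearly all actives have a fitted effect of over 60% in size; hits raise eYFP signal because A3G escapes Vif-driven loss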
Target sequence (Q9HC16 whole entry, looked up): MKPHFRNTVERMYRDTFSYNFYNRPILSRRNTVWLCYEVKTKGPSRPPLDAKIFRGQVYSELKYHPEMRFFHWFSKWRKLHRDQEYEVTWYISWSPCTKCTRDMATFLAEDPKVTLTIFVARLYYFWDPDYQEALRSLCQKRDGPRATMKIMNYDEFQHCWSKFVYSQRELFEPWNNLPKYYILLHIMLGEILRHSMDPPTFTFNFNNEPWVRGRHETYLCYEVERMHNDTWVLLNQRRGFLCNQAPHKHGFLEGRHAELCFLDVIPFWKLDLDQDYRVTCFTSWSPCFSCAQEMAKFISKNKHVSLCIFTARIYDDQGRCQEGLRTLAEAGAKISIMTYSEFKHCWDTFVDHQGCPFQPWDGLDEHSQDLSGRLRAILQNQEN
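Read-out is eYFP fluorescence (Ex 488/Em 500-530) from Vif-expressing HeLa A3G-eYFP cells; more signal means A3G escaped Vif-mediated degradation. Cells plated overnight, compound pinned in, incubated overnight at 37 deg C.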
Vif-APOBEC3F blk: inhibitors of Vif-A3F interaction; Potency, µM (series often up to 46.1 µM), inactives show top-dose activity, negative = active; 390,000 tested, 0.2% active; HeLa A3F-eYFP + Vif (tagged APOBEC3F with the HIV-1 protein that degrades it), YFP fluorescence increase; note: potency is the fitted concentration of half-maximal effect; % of control where 0% means no effect; nearly all actives have a fitted effect of over 65% in size
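HeLa cells stably expressing A3F-eYFP plus Vif, plated and incubated overnight at 37 deg C, then exposed to compounds overnight at 37 deg C. Blocked degradation read as raised yellow fluorescence (Ex 488/Em 500-530).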
USP1-UAF1 inh: USP1/UAF1 (human) deubiquitinase inhibition | O94782 | recombinant USP1/UAF1, Ub-Rhodamine cleavage fluorescence | Potency, µM (series often up to 57.1 µM), without a hit: at the top dose activity change, negative = inhibition, actives largely listed as inhibitors | 390,000 tested, 0.23% active; note: potency is the fitted concentration of half-maximal effect; % is set by controls: 0 for no effect and ±100 for the full control effect; nearly all actives have a fitted effect of over 60% in size; inactives centre near -12
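Step one: compound is pinned into 1nM USP1/UAF1 in HEPES pH 7.8 buffer with TCEP. Step two: 15 min room-temperature incubation. Step three: Ub-Rho (150nM final) starts cleavage, tracked by fluorescence over six one-minute reads.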
Starred values were filed as active, the others as inactive; [ ] = remark or other dose. Unless noted, calls come from the whole dose curve; as a rule, active = well fitted curve in the direction sought with a large enough effect; inconclusive = small, poorly fitted or top-dose-only effect, or another doubt; inactive = no such curve, though single readings can be large; an effect the other way counts as inactive or inconclusive. The list is partial (hit frequency here may not be typical).

What do the screens show for `CCc1ccc(CN/C=C/C(=O)c2ccc(Br)cc2)cc1`?
Glioma ERSR ind: -3%; PI4K2A block: 3; IDH1 R132H inh: 7%; TrxR1 substrate: -4%[57.1 µM]; LDHA inh: -3; RXFP1 agonist: 0.2%; Vif-APOBEC3G blk: -1%; Vif-APOBEC3F blk: 0%; USP1-UAF1 inh: -19%

Results for O=C(CSc1nnc2[nH]c(=O)cc(-c3ccccc3)n12)Nc1ccccc1C(F)(F)F ?
Glioma ERSR ind: 1%; PI4K2A block: -1; IDH1 R132H inh: -2%; TrxR1 substrate: 33%[57.1 µM]; LDHA inh: -6; RXFP1 agonist: 8.2%; Vif-APOBEC3G blk: -1%; Vif-APOBEC3F blk: -12%; USP1-UAF1 inh: -3%

How did Oc1c(C(c2ccccc2)N2CCCCC2)sc2ncnn12 (configuration not stated) do in these assays?
Glioma ERSR ind: -2%; PI4K2A block: 13; IDH1 R132H inh: -11%; TrxR1 substrate: -9%[57.1 µM]; LDHA inh: -1; RXFP1 agonist: -0.5%; Vif-APOBEC3G blk: 0%; Vif-APOBEC3F blk: 0%; USP1-UAF1 inh: -7%

How did Cc1ccc(CS(=O)(=O)Cc2ccc(C(=O)NCc3cccnc3)o2)cc1 do in these assays?
Glioma ERSR ind: -4%; PI4K2A block: -3; IDH1 R132H inh: 0%; TrxR1 substrate: -1%; LDHA inh: 1; RXFP1 agonist: -0.2%; Vif-APOBEC3G blk: -1%; Vif-APOBEC3F blk: 7%; USP1-UAF1 inh: -6%

What do the screens show for `COCc1cc(C)nc(Sc2nc3c(c(=O)n(C)c(=O)n3C)n2C)c1C#N`?
Glioma ERSR ind: 2%; PI4K2A block: -4; IDH1 R132H inh: 4%; TrxR1 substrate: 4%; LDHA inh: -8; RXFP1 agonist: inconclusive; Vif-APOBEC3G blk: -10%; Vif-APOBEC3F blk: 0%; USP1-UAF1 inh: -18%

What do the screens show for `COc1ccc(C(=O)c2nccc3ccccc23)cc1`?
Glioma ERSR ind: 3%; PI4K2A block: 9; IDH1 R132H inh: -1%; TrxR1 substrate: 2%[57.1 µM]; LDHA inh: -5; RXFP1 agonist: 0.9%; Vif-APOBEC3G blk: -4%; Vif-APOBEC3F blk: 2%; USP1-UAF1 inh: -13%

How did CC(C)C(NC(=O)CSc1ccc(Cl)cc1)C(C)C do in these assays?
Glioma ERSR ind: -1%; PI4K2A block: -2; IDH1 R132H inh: -4%; TrxR1 substrate: 6%; LDHA inh: 1; RXFP1 agonist: 0.9%; Vif-APOBEC3G blk: 6%; Vif-APOBEC3F blk: 0%; USP1-UAF1 inh: -14%

How did CCc1ccc(CNC(=O)c2ccc(NC(=O)N3CCSc4ncccc43)cc2)cc1 do in these assays?
Glioma ERSR ind: 0%; PI4K2A block: 1; IDH1 R132H inh: inconclusive; TrxR1 substrate: 4%; LDHA inh: -10; RXFP1 agonist: -2.1%; Vif-APOBEC3G blk: 0%; Vif-APOBEC3F blk: 3%; USP1-UAF1 inh: inconclusive

What do the screens show for `CC(NCC(=O)Nc1cc(S(=O)(=O)N2CCOCC2)ccc1Cl)c1ccc(Cl)cc1Cl` (configuration not stated)?
Glioma ERSR ind: -5%; PI4K2A block: 4; IDH1 R132H inh: 3%; TrxR1 substrate: -3%; LDHA inh: 0; RXFP1 agonist: -0.1%; Vif-APOBEC3G blk: 2%; Vif-APOBEC3F blk: 6%; USP1-UAF1 inh: -20%

How did CC(C)CCNC(=O)CN1C(=O)CSc2ccc(S(=O)(=O)N3CCCCC3)cc21 do in these assays?
Glioma ERSR ind: 1%; PI4K2A block: -4; IDH1 R132H inh: -6%; TrxR1 substrate: 3%[57.1 µM]; LDHA inh: 1; RXFP1 agonist: -2.3%; Vif-APOBEC3G blk: -4%; Vif-APOBEC3F blk: -1%; USP1-UAF1 inh: -10%

How did O=C(Nc1nnc(-c2ccco2)o1)c1ccc(Br)s1 do in these assays?
Glioma ERSR ind: 2%; PI4K2A block: -2; IDH1 R132H inh: -2%; LDHA inh: 0; Vif-APOBEC3G blk: 3%; Vif-APOBEC3F blk: inconclusive; USP1-UAF1 inh: -24%

Results for CCOc1ccc(C(=O)N/N=C/c2cccc3cccnc23)cc1 ?
Glioma ERSR ind: 3%; PI4K2A block: -4; IDH1 R132H inh: 14%; TrxR1 substrate: -3%[57.1 µM]; LDHA inh: 3; RXFP1 agonist: -0.5%; Vif-APOBEC3G blk: -2%; Vif-APOBEC3F blk: -4%; USP1-UAF1 inh: -14%

How did N#C/C(=C(/O)COC(=O)COc1cccc(Br)c1)c1nc2ccccc2[nH]1 do in these assays?
Glioma ERSR ind: -3%; PI4K2A block: -11; IDH1 R132H inh: -6%; TrxR1 substrate: 0%; LDHA inh: 2; RXFP1 agonist: 11%; Vif-APOBEC3G blk: -8%; Vif-APOBEC3F blk: inconclusive; USP1-UAF1 inh: -25%

What do the screens show for `COc1ccccc1-n1cc(-c2ccc(Cl)cc2)[nH]c1=O`?
Glioma ERSR ind: 3%; PI4K2A block: 1; IDH1 R132H inh: -3%; TrxR1 substrate: -4%; LDHA inh: -2; RXFP1 agonist: -3.4%; Vif-APOBEC3G blk: -5%; Vif-APOBEC3F blk: 2%; USP1-UAF1 inh: -5%

Results for CC(OC(=O)Cn1cc(C(F)(F)F)ccc1=O)C(=O)N(C)c1ccccc1 (configuration not stated) ?
Glioma ERSR ind: -2%; PI4K2A block: -8; IDH1 R132H inh: 4%; TrxR1 substrate: -5%[57.1 µM]; LDHA inh: -1; Vif-APOBEC3G blk: 0%; Vif-APOBEC3F blk: -10%; USP1-UAF1 inh: inconclusive

How did COC(=O)c1cc(NS(=O)(=O)c2ccc(NCc3cccnc3)c(N)c2)cc(C(=O)OC)c1 do in these assays?
Glioma ERSR ind: -5%; PI4K2A block: -6; IDH1 R132H inh: -3%; TrxR1 substrate: 0%; LDHA inh: -3; RXFP1 agonist: 2.4%; Vif-APOBEC3G blk: -3%; Vif-APOBEC3F blk: -15%; USP1-UAF1 inh: -24%

Results for Cc1ccccc1NC(=O)c1ccc(CNS(=O)(=O)c2ccc3c(c2)C(C)(C)C(=O)N3C)cc1 ?
Glioma ERSR ind: -1%; PI4K2A block: 0; IDH1 R132H inh: 2%; TrxR1 substrate: 12%; LDHA inh: 1; RXFP1 agonist: 0.5%; Vif-APOBEC3G blk: -4%; Vif-APOBEC3F blk: -3%; USP1-UAF1 inh: 5%

What do the screens show for `COC(=O)c1cc(CNC(=O)c2ccc(N3CCCC3)c([N+](=O)[O-])c2)ccc1OC`?
Glioma ERSR ind: -1%; PI4K2A block: -1; IDH1 R132H inh: -2%; TrxR1 substrate: 0%; LDHA inh: -1; RXFP1 agonist: -1.4%; Vif-APOBEC3G blk: 1%; Vif-APOBEC3F blk: 0%; USP1-UAF1 inh: inconclusive

How did Fc1ccc(CN(Cc2ccccc2)C(c2cccs2)c2nnnn2C2CCCCC2)cc1 (configuration not stated) do in these assays?
Glioma ERSR ind: -1%; PI4K2A block: 6; IDH1 R132H inh: 3%; TrxR1 substrate: 7%; LDHA inh: -3; RXFP1 agonist: -0.2%; Vif-APOBEC3G blk: -2%; USP1-UAF1 inh: -20%

Results for O=C(NCc1ccc(F)cc1)C(=O)NCC(c1cccs1)S(=O)(=O)c1cccs1 (configuration not stated) ?
Glioma ERSR ind: -3%; PI4K2A block: 0; IDH1 R132H inh: 13%; TrxR1 substrate: 4%[57.1 µM]; LDHA inh: 1; RXFP1 agonist: -1.1%; Vif-APOBEC3G blk: 3%; Vif-APOBEC3F blk: 1%; USP1-UAF1 inh: inconclusive

How did CCOC(=O)c1c(NC(=O)c2cc3ccccc3c(=O)o2)sc2c1CCCC2 do in these assays?
Glioma ERSR ind: -1%; PI4K2A block: -4; IDH1 R132H inh: -4%; TrxR1 substrate: 3%; LDHA inh: -3; RXFP1 agonist: 5.3%; Vif-APOBEC3G blk: 5%; Vif-APOBEC3F blk: -11%; USP1-UAF1 inh: -8%

What do the screens show for `CCOC(=O)c1cnc(SCC(=O)Nc2sc(C)c(C)c2C#N)nc1N`?
Glioma ERSR ind: -5%; PI4K2A block: -2; IDH1 R132H inh: 8%; TrxR1 substrate: 5%; LDHA inh: -3; RXFP1 agonist: 2.2%; Vif-APOBEC3G blk: 1%; Vif-APOBEC3F blk: -5%; USP1-UAF1 inh: -19%

What do the screens show for `Cc1ccc(C)c(NC(=O)C2CC=CCC2C(=O)O)c1` (configuration not stated)?
Glioma ERSR ind: -1%; PI4K2A block: 3; IDH1 R132H inh: 2%; TrxR1 substrate: 15%[57.1 µM]; LDHA inh: -2; RXFP1 agonist: 1.8%; Vif-APOBEC3G blk: 0%; Vif-APOBEC3F blk: -7%; USP1-UAF1 inh: 1%

What do the screens show for `COc1ccccc1N(C(C)=O)c1nc(C)cc(C)c1C#N`?
Glioma ERSR ind: 0%; PI4K2A block: 2; IDH1 R132H inh: 2%; TrxR1 substrate: 16%[57.1 µM]; LDHA inh: -4; RXFP1 agonist: -0.3%; Vif-APOBEC3G blk: -5%; Vif-APOBEC3F blk: 0%; USP1-UAF1 inh: -26%

High-throughput results from PubChem.
